ERG Ets-DNA blk: blocks human ERG Ets domain binding to DNA | P11308 | fluorescence polarization, His-ERG Ets domain / labelled DNA | Potency, µM (series often up to 76.9 µM), for inactives: top-dose FP activity, negative = inhibition, usual class: inhibitors | actives 0.028% (n = 370,000) | AID 624246; active means well fitted inhibition curve with a large enough effect in the polarisation, with a control signal flat; inconclusive means small, poorly fitted or top-dose-only effect, or effect the other way, or a change in a side signal; inactive means no such curve, though single readings can be large or run the other way; the % refers to the polarisation;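 further: polarization taken with two DNA probes labelled with fluorescein and Texas red; potency means the concentration at half of the fitted maximal effect; % of control where 0% means no effect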
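His-tagged ERG Ets domain (1 uM in the protein solution; 300mM KCl, 50mM Tris-HCl, 1mM EDTA, 1mM DTT, pH 7.5) received compound, then a probe mix of 5 nM fluorescein-DNA and 100nM Texas-615-DNA. Fluorescence polarization was read for both dyes.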
PGK inhibitor: blocks T. brucei phosphoglycerate kinase. Potency, µM (doses to about 57.5 µM), for inactives: at the top dose activity change, negative = inhibition, actives largely listed as inhibitors. PGK/GAPDH coupled, Kinase-Glo luminescence, 60 min. AID 602233. actives 0.043% (n = 380,000); further: potency means the concentration at half of the fitted maximal effect; on the % scale 0 is the no-effect control and ±100 the full control effect; nearly all actives have a fitted effect of over 60% in size
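Luminescent ATP detection (Kinase-Glo Plus) follows a 60-minute room-temperature incubation, with wells lacking PGK as controls. Buffer: 100 mM TEA (pH 7.6), 5 mM MgCl2, 0.01% Tween-20. Coupling enzyme GAPDH (100 nM final) supplies unstable 1,3-BPG in-well.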
Pin1 inhibitor: inhibitors of human Pin1; AID 504891; Potency, µM (series often up to 115 µM), without a hit: at the top dose activity, negative = inhibition, actives largely listed as inhibitors; actives 0.009% (n = 390,000); Q13526; Pin1 FP peptide displacement, HiFluor488, 10 min; active means well fitted inhibition curve with a large enough effect in the polarisation, with a control signal flat, not every such curve was filed as active; inconclusive means small, poorly fitted or top-dose-only effect, or effect the other way, or a change in a side signal; inactive means no such curve, though single readings can be large or run the other way; the % refers to the polarisation; further: potency means the concentration at half of the fitted maximal effect; on the % scale 0 is the no-effect control and ±100 the full control effect
Target sequence (Q13526 whole entry, looked up): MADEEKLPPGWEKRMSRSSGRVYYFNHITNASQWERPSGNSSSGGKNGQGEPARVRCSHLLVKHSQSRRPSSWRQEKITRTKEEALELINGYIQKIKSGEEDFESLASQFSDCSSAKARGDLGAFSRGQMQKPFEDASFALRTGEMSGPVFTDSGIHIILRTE
BAZ2B inh: inhibitors of human BAZ2B bromodomain; Potency, µM (series often up to 114 µM), for inactives: at the highest dose activity change, negative = inhibition, actives largely listed as inhibitors; AlphaScreen BAZ2B-H3K14Ac peptide displacement; AID 504333; actives 4.4% (n = 360,000); further: potency means the concentration at half of the fitted maximal effect; on the % scale 0 is the no-effect control and ±100 the full control effect; nearly all actives have a fitted effect of over 60% in size
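AlphaScreen luminescence quantifies BAZ2B engagement of H3K14Ac peptide; the protein and biotinylated peptide are both at 50 nM final, buffer PBS pH 7.4 with 0.01% Tween-20, all steps at room temperature.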
JMJD2A Tudor inh: JMJD2A Tudor domain (human) inhibition; actives 4.4% (n = 390,000); Potency, µM (titrated, usually from 114 µM), for inactives: at the top dose activity change, negative = inhibition, usual class: inhibitors; AlphaScreen JMJD2A-Tudor / H3K4me3 peptide binding; further: potency means the concentration at half of the fitted maximal effect; on the % scale 0 is the no-effect control and ±100 the full control effect; nearly all actives have a fitted effect of over 50% in size
GLS inh: glutaminase GLS (human) inhibition; O94925; GLS enzymatic activity, qHTS titration; Potency, µM (top dose mostly 45.5 µM), for the others: at the highest dose activity change, negative = inhibition, usual class: inhibitors; actives 0.21% (n = 410,000); further: potency means the concentration at half of the fitted maximal effect; on the % scale 0 is the no-effect control and ±100 the full control effect
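Two-point fluorescence kinetic (t0, 30 min RT) for hKGA; glutamate detected via glutamate oxidase–HRP–Amplex Red. Substrate: 1 mM L-glutamine solution; buffer 45 mM KH2PO4, pH 8.2.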
G9a block: blocks human histone lysine methyltransferase G9a; Q96KQ7; G9a H3K9 monomethylation, AlphaScreen, 2 h; Potency, µM (doses to about 102 µM), for inactives: at the top dose activity, negative = inhibition, usual class: inhibitors; actives 8.8% (n = 350,000); further: potency means the concentration at half of the fitted maximal effect; on the % scale 0 is the no-effect control and ±100 the full control effect; nearly all actives have a fitted effect of over 75% in size
Target sequence (Q96KQ7 913-1193 limits assumed): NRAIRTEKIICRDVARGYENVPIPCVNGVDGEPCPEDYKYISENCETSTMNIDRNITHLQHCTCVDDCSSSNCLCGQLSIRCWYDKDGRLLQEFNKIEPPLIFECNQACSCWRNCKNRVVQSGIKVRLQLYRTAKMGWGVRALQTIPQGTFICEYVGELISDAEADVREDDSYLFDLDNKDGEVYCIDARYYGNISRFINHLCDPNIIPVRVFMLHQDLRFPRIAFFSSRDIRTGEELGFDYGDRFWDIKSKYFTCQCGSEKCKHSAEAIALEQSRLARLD
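AlphaScreen detection with an anti-monomethyl H3K9 antibody quantified product after a 2 h room-temperature reaction containing 500 nM biotinylated H3K9 peptide, 20 µM SAM and 20 nM enzyme, which had been preincubated 15 min with compound.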
PI4K2A inh: PI4K2A (human) kinase inhibition. actives 0.13% (n = 420,000). activity change, negative = inhibition, % at 76.9 µM. Q9BTU6. purified PI4K2A, ADP-Glo luminescence, 1 h; stronger effect = lower value; in the data active means activity change below about -50%; inconclusive means mostly about -30% to -49%;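 further: -100% = wells without enzyme as full effect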
Target sequence (Q9BTU6 whole entry, looked up): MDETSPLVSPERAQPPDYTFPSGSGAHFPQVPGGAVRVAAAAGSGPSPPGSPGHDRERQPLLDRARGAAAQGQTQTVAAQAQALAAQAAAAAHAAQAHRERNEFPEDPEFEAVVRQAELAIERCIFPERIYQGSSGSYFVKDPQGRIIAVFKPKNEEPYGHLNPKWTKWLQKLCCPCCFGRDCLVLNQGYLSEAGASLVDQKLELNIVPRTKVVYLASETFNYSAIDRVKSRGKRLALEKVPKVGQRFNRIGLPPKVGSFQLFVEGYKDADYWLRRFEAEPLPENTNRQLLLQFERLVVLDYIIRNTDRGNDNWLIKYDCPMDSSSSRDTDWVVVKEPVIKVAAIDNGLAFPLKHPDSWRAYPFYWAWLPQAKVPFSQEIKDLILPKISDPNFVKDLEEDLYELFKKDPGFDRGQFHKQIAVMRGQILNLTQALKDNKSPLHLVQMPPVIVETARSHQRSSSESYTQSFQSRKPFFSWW
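PI4K2A activity was measured by ADP-Glo luminescence: enzyme (4 ug/mL stock) and phosphatidylinositol (1.2 mM stock) in Tris pH 7.5/MgCl2/EGTA/Triton X-100 buffer were reacted with ATP (300 microM stock) for one hour at ambient temperature.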
HP1b chromo inh: blocks HP1-beta chromodomain binding to methylated histone tails; AlphaScreen HP1-beta / biotin-H3K9me3 peptide binding; Potency, µM (titrated, usually from 114 µM), for the others: at the highest dose activity change, negative = inhibition, most hits filed as inhibitors; actives 0.56% (n = 390,000); further: potency means the concentration at half of the fitted maximal effect; nearly all actives have a fitted effect of over 70% in size; inactives centre near 23
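AlphaScreen: HP1-beta (50 nM) preformed 30 min with biotin-H3(1-18)K9me3 peptide (50 nM) in PBS pH 7.4, 0.01% Tween-20. Compound added for 30 min at RT, then streptavidin donor/nickel chelate acceptor beads (10 ug/mL) for 30 min.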
The depositor's hits bear a star; i = inactive; ? = inconclusive; nt = not tested or not shown; & = joins results of further samples; [ ] = remark or other dose. Unless noted, the call rests on the fitted dose curve; in most records, active means well fitted curve in the direction sought with a large enough effect; inconclusive means small, poorly fitted or top-dose-only effect, or another doubt; inactive means no such curve, though single readings can be large; an effect the other way counts as inactive or inconclusive.

SMILES | ERG Ets-DNA blk | PGK inhibitor | Pin1 inhibitor | BAZ2B inh | JMJD2A Tudor inh | GLS inh | G9a block | PI4K2A inh | HP1b chromo inh
O=C(NNC(=O)c1cccnc1)Nc1ccc([N+](=O)[O-])cc1 | 12% | -7% | 5% | -9% | -8% | ? | -6%[59 µM] | -2 | 6%
CC(C)OC(=O)/C(C#N)=C/c1cn(Cc2ccccc2)c2ccccc12 | -7% | -5% | 26% | 9% | 3% | 1% | 18%[59 µM] | 4 | 35%[activator]
CCOC(=O)N1CCN(C(=O)CN(c2ccc3c(c2)OCO3)S(C)(=O)=O)CC1 | 2% | nt | 0% | 5% | -6% | 1% | 18%[59 µM] | -2 | 15%
Cc1cccc(N2CCN(S(=O)(=O)c3cc(C(=O)Nc4ccc(Oc5ccccc5)cc4)ccc3F)CC2)c1C | 0% | i | 12% | -1% | -22% | 6% | -1%[59 µM] | 7 | 20%
Cc1ccc(NC(=O)CN2CCN(c3ccccn3)CC2)c(Cl)c1 | -5% | -10% | -4% | -5% | -19% | -2% | -47%[59 µM] | -19 | 27%
COCCNC(=O)c1ccccc1NC(=O)COc1ccccc1 | -8% | -3% | -12% | -5% | -14% | -10% | 8%[12.7 µM] | 2 | 23%
CC(NC(=O)c1cccc(S(=O)(=O)N2CCCCCC2)c1)c1ccccc1 (stereo not drawn) | -8% | -1% | -3% | -2% | -12% | -4% | 18%[59 µM] | -5 | 12%
Cc1cc(NC(=O)c2ccccc2)nc2c1c(=O)oc1ccccc12 | 2% | -7% | 1% | nt | 15% | -8% | -30% | -8 | 20%
Cc1ccc(C2OC(=O)c3ccccc32)cc1 (stereo not drawn) | nt | -2% | 0% | 7% | 3% | -2% | ? | 6 | 34%
CCOC(=O)C(=O)Nc1cccc(C(=O)OCC)c1 | 10% | -2% | -7% | 12% | -15% | -1% | 19%[59 µM] | -1 | 51%[activator]
CCN(CC)C(=O)Oc1cc(=O)n2c3c(cccc13)CCC2 | -1% | -9% | 1% | -5% | -7% | -2% | ? | -2 | 33%
CCOC(=O)Nc1ccc2c(c1)OCO2 | -1% | -2% | -4% | -26% | -11%[57.1 µM] | 9% | -2%[12.7 µM] | -12 | 35%
CN(C1CCS(=O)(=O)C1)S(=O)(=O)c1cccs1 (stereo not drawn) | 11% | -2% | -13% | 0% | 5% | -10% | 7%[0.501 µM] | -2 | 22%
CCc1ccccc1NC(=O)N1CCC(CN2CCc3ccccc3C2)CC1 | -5% | 0% | -4% | 1% | 6% | 5% | 0%[59 µM] | 4 | 40%[activator]
Cc1ccc(S(=O)(=O)N2CCN(C(=O)CC(C)n3nc(C)c(Cl)c3C)CC2)cc1C (stereo not drawn) | 1% | -1% | 0% | -24% | -5% | -7% | nt | -2 | 18%
CN/C(=C/[N+](=O)[O-])NCCSCc1csc(CN(C)C)n1 | 5% | -2% | -10% | nt | 5% | -6% | nt | 1 | 33%
COC(=O)C1=C(C)OC(N)=C(C#N)C1c1ccccc1F (stereo not drawn) | -1% | 4% | -1% | -2% | -10% | 7% | -2%[59 µM] | 8 | 14%
C=CCC[C@@H](Cc1ccc(F)cc1)C(=O)OC[C@@H]1CCCN1C(=O)[C@H](CC=C)CC(=O)N[C@H](CO)Cc1ccccc1 | -6% | 3% | ? | nt | -24% | -3% | nt | -1 | 22%
O=C(O)c1ccc(-n2c(-c3cc(C4CC4)[nH]n3)n[nH]c2=S)cc1 | -8% | -5% | -5% | -10% | 20µM* | -5% | 18µM* | 2 | 44%[activator]
C[C@H](CO)N1C[C@H](C)[C@@H](CN(C)C(=O)Nc2ccc(C(F)(F)F)cc2)Oc2ccc(NC(=O)CCC(F)(F)F)cc2C1=O | 5% | -5% | 6% | nt | -23% | 0% | nt | -4 | 23%
Cc1ccc(OCC(=O)Nc2cccc(C(=O)OCc3cc(=O)n4nc(C)sc4n3)c2)cc1 | -1% | -3% | 23% | 1% | 10% | -2% | 3%[12.7 µM] | 3 | 31%
CS(=O)(=O)c1ncc(Cl)c(C(=O)Nc2ccc(OC(F)F)cc2)n1 | 9% | 0% | 1% | 5% | -10% | 18% | 28µM* | 4 | 35%
COc1ccc(OC)c(NC(=O)N2CCC(CN3CCCCC3)CC2)c1 | -11% | 5% | 3% | 2% | -11% | 19% | -26%[59 µM] | 2 | 37%
O=C(CCc1ccccc1)NNc1ccc(F)cc1 | -10% | -1% | 2% | -4% | -6% | 27% | 32µM* | 4 | 37%[activator]
CCOC(=O)c1c(NC(=O)c2ccoc2C)sc(C(=O)N(C)C)c1C | -7% | 1% | ? | 8% | ? | -2% | 32µM* | 1 | -8%
Cc1ccc(S(=O)(=O)N2CCC(C(=O)NCCC3=CCCCC3)CC2)cc1C | 2% | i | -2% | -6% | -9% | 13% | 15%[0.501 µM] | -1 | 27%
C=CCOc1c(Cl)cc(C2NC(=O)NC(C)=C2C(=O)OC)cc1Cl (stereo not drawn) | nt | 2% | 3% | -3% | -19% | 19% | -12%[59 µM] | -1 | 17%
Nc1c(Cl)ncnc1NCc1ccccc1 | 7% | 1% | -5% | 6% | 3% | 6% | ? | 1 | 25%
COc1ccc(-c2nnc(SCC(=O)NCCc3ccccc3)o2)cc1 | 1% | -1% | 1% | -1% | 4% | -5% | 16%[59 µM] | -1 | 57%[activator]
CSc1ccccc1C(=O)Nc1cccc(N(C)S(C)(=O)=O)c1 | nt | nt | -4% | -8% | -7% | -4% | ? | 0 | 25%
CCCN(C(=O)COC(=O)c1cc(CC)c(C)s1)c1c(N)n(Cc2ccccc2)c(=O)[nH]c1=O | 6% | -12% | 8% | ? | -32% | -6% | 50µM* | -12 | -3%
CN(c1ccccc1)S(=O)(=O)c1cccc(NC(=O)c2cccc(C#N)c2)c1 | -7% | 4% | 8% | 11% | -16% | 5% | 15%[12.7 µM] | 1 | 32%
O=C(NCc1cccs1)c1ccc(CS(=O)Cc2ccccc2Cl)o1 (stereo not drawn) | -7% | -1% | -10% | -10% | -8% | -13% | 50%[activator] | 5 | 42%[activator]
CCCn1ncc(CN2CCC(n3nccc3NC(=O)CCc3ccccc3)CC2)c1C | 17% | 9% | 0% | -3% | -2% | 3% | 8% | 0 | 29%
OCCNc1nc(-c2ccccc2)nc2c1oc1ccccc12 | -1% | -2% | -4% | -13% | -13% | 1% | nt | -5 | 23%
CCc1nn(CC(=O)NCc2ccccc2)c(=O)c2cccn12 | 2% | -7% | 6% | ? | ? | -8% | ? | 4 | 9%
CCOc1ccc(-c2nc(SCC(=O)Nc3ccc(C)c(C)c3)n3[nH]c(=O)cc3n2)cc1 | -3% | ? | 16% | 50µM* | 50µM* | ? | -4%[59 µM] | 1 | ?
Cc1ccc(NC(=O)CSc2nc3ccc(Br)cc3[nH]2)c(C)c1 | 2% | i | -2% | 2% | -15% | -12% | 8.9µM* | -2 | 30%
CCCc1cc(=O)n2[nH]c(C)nc2n1 | 11% | i | -8% | -32% | -29% | -2% | -40%[12.7 µM] | 1 | 39%
CCCc1cc(=O)oc2c(CN3CCN(C)CC3)c(O)ccc12 | 0% | 5% | -9% | 4% | 3% | 4% | -3% | 2 | 32%
CC(C)(C)CC(=O)NC(=S)NCc1ccco1 | 12% | -1% | 1% | ? | -5% | 6% | -10% | 1 | 25%
Cc1ccc(S(=O)(=O)NC(C(=O)Oc2cc3oc(=O)cc(C)c3cc2Cl)C(C)C)cc1 (stereo not drawn) | -3% | 11% | 25% | -4% | -11% | -6% | 16%[59 µM] | 2 | 15%
Cc1ccccc1OCC(=O)OCC(=O)Nc1cc(S(C)(=O)=O)ccc1Cl | 1% | 6% | 7% | -2% | -4% | 4% | -6% | -1 | 22%
Cc1ccccc1Cn1cnc2c(oc3ccccc32)c1=O | -16%&0% | -1%&-1% | 3%&-1% | 2%&-9% | -4%&-13% | -10%&-20% | 16% | -15&-3 | 11%&15%
Cc1ccc(Nc2nc(NCc3ccco3)c3ccccc3n2)cc1 | 17% | 1% | 6% | -37% | ? | 2% | ? | 1 | 0%
O=C(COC(=O)c1cc(S(=O)(=O)N2CCOCC2)ccc1Cl)Nc1ccc2c(c1)OCO2 | -4% | 16% | -1% | -11% | ? | 0% | -34%[12.7 µM] | -1 | -16%
O=C(Cc1ccccc1)NC(=S)Nc1ccc2oc(-c3ccccc3F)nc2c1 | 2% | i | -1% | -18% | 3% | 1% | -27%[59 µM] | 2 | 40%[activator]
Cc1ccc(-n2ncc(C(=O)NCCN3CCc4ccccc4C3)c2C2CCN(C(=O)OC(C)(C)C)CC2)c(C)c1 | 2% | i | 0% | -15%[57.1 µM] | ? | 5% | ? | -1 | ?
CC1CC(C)CN(CCCSc2ccccc2)C1 (stereo not drawn) | ? | -10% | -1% | ? | 28µM* | -4% | ? | -3 | ?
CC(C)(C)C(=O)C1=C(O)C(=O)N(Cc2ccccc2)C1c1ccccc1Cl (stereo not drawn) | 0% | 3% | -11% | 2% | -12% | 5% | -11%[0.501 µM] | 1 | 35%

Source: PubChem BioAssay (National Center for Advancing Translational Sciences (NCATS))
